GLS inhibitor: inhibitors of human glutaminase (GLS); O94925; GLS enzymatic activity, qHTS titration; Potency, µM (top dose mostly 45.5 µM), without a hit: top-dose activity change, negative = inhibition, usual class: inhibitors; actives 0.21% (n = 410,000); note: potency is the fitted concentration of half-maximal effect; % is set by controls: 0 for no effect and ±100 for the full control effect
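Coupled fluorescence readout: glutamate oxidase/HRP/Amplex Red detect glutamate formed by hKGA from L-glutamine (1 mM solution added). Buffer 45 mM KH2PO4 pH 8.2, 0.02% Tween-20; reads at t0 and 30 min RT.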
ALOX12 inh: inhibitors of human 12S-lipoxygenase ALOX12. P18054. purified 12hLO, xylenol orange hydroperoxide absorbance. Potency, µM (doses to about 108 µM), for the others: at the highest dose activity change, negative = inhibition, actives largely listed as inhibitors. actives 1.1% (n = 580,000). AID 1671190; note: potency is the fitted concentration of half-maximal effect; % is set by controls: 0 for no effect and ±100 for the full control effect
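Purified human 12hLO (150 nM final) in 25 mM Hepes, 0.01% Triton X-100, pH 7.0 was preincubated 15 min at room temperature with compound. Then 40 uM arachidonic acid was added, 30 min. Hydroperoxide was read by Fe-XO absorbance ratio 573/405 nm.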
JMJD2A Tudor: JMJD2A Tudor domain (human) inhibition | AlphaScreen JMJD2A-Tudor / H3K4me3 peptide binding | actives 4.4% (n = 390,000) | O75164 | Potency, µM (highest dose often 114 µM), inactives show top-dose activity change, negative = inhibition, most hits filed as inhibitors; note: potency is the fitted concentration of half-maximal effect; % is set by controls: 0 for no effect and ±100 for the full control effect; nearly all actives have a fitted effect of over 50% in size
Target sequence (O75164 whole entry, looked up, the tested form may be a part): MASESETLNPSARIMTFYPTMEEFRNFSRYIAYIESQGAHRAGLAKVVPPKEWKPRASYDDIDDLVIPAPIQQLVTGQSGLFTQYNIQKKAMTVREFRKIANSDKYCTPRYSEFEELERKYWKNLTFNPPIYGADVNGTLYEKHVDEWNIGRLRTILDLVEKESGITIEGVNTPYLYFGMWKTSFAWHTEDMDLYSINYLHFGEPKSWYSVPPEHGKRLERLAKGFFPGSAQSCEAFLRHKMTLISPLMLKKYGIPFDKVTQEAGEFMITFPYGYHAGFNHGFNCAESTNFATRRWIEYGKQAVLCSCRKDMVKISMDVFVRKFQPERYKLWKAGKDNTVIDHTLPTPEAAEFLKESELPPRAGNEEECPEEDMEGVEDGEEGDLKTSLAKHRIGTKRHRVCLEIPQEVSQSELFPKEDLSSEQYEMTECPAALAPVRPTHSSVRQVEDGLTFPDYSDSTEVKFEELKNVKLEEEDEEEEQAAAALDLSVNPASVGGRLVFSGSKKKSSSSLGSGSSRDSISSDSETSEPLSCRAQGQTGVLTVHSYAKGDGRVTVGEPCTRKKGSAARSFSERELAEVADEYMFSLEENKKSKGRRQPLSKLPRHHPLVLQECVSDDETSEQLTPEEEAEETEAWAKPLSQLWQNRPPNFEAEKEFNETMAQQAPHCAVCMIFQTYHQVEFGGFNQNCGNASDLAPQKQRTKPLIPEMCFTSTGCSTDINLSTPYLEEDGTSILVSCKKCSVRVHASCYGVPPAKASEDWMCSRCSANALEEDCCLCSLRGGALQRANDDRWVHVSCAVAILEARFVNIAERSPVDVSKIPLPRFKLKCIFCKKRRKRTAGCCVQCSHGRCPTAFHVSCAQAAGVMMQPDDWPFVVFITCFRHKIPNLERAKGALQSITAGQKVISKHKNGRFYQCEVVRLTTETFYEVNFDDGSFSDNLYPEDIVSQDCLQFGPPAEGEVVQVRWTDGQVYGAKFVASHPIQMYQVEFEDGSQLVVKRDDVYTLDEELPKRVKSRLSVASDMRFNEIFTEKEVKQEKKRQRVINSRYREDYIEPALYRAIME
PI4K2A block: inhibitors of human PI4K2A; purified PI4K2A, ADP-Glo luminescence, 1 h; hits give low values; actives 0.13% (n = 420,000); Q9BTU6; AID 1346378; activity change, negative = inhibition, % at 76.9 µM; in the data active = activity change below about -50%; inconclusive = mostly about -30% to -49%;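 note: -100% = wells without enzyme as full effect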
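ADP-Glo luminescence measured ADP generated by PI4K2A enzyme (4 ug/mL before mixing) with 1.2 mM PI substrate (pre-mix) and 300 microM ATP (pre-mix). Tris pH7.5 buffer with MgCl2, Triton X-100; 1 h reaction at ambient temperature.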
BAZ2B inh: inhibitors of human BAZ2B bromodomain; Q9UIF8; AlphaScreen BAZ2B-H3K14Ac peptide displacement; Potency, µM (titrated, usually from 114 µM), for the others: at the highest dose activity change, negative = inhibition, hits mostly inhibitors; actives 4.4% (n = 360,000); note: potency is the fitted concentration of half-maximal effect; % is set by controls: 0 for no effect and ±100 for the full control effect; nearly all actives have a fitted effect of over 60% in size
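BAZ2B 50 nM plus b-H3(5-23)K14Ac 50 nM, PBS pH 7.4/0.01% Tween-20, 30 min RT; compound added (max 110 uM), 30 min RT; streptavidin donor/Ni-chelate acceptor beads 10 ug/mL final, 20 min dark; AlphaScreen read.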
G9a inh: G9a (human) methyltransferase inhibition | G9a H3K9 monomethylation, AlphaScreen, 2 h | Potency, µM (doses to about 102 µM), for inactives: at the highest dose activity, negative = inhibition, actives largely listed as inhibitors | actives 8.8% (n = 350,000); note: potency is the fitted concentration of half-maximal effect; % is set by controls: 0 for no effect and ±100 for the full control effect; nearly all actives have a fitted effect of over 75% in size
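G9a (20 nM) was preincubated 15 min with compound, then reacted 2 h at room temperature with 500 nM biotin-H3K9 peptide and 20 µM SAM. Monomethyl-H3K9 detected by AlphaScreen using anti-H3K9me1 antibody.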
RGS4 inh: human RGS4 inhibition. P49798. actives 0.039% (n = 390,000). Potency, µM (doses to about 114 µM), without a hit: at the highest dose activity change, negative = inhibition, usual class: inhibitors. Transcreener GDP fluorescence polarization, RGS4-accelerated GTP hydrolysis; note: potency is the fitted concentration of half-maximal effect; % is set by controls: 0 for no effect and ±100 for the full control effect; nearly all actives have a fitted effect of over 75% in size; some results filed as inactive show a strong effect at the top dose
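MLSMR compounds (23 nl, pin-transferred) preincubated 10 min at room temperature with a 500nM (2x) first reagent, then RGS4 at 900nM (2x) plus Transcreener GDP mix added; fluorescence polarization (620/688 nm) read before and after 90 min at 30 °C.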
ERG-DNA inh: blocks human ERG Ets domain binding to DNA; fluorescence polarization, His-ERG Ets domain / labelled DNA; Potency, µM (doses to about 76.9 µM), for the others: top-dose FP activity, negative = inhibition, hits mostly inhibitors; actives 0.028% (n = 370,000); P11308; active = well fitted inhibition curve with a large enough effect in the polarisation, with a control signal flat; inconclusive = small, poorly fitted or top-dose-only effect, or effect the other way, or a change in a side signal; inactive = no such curve, though single readings can be large or run the other way; the % refers to the polarisation;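 note: polarization taken with two DNA probes labelled with fluorescein and Texas red; potency is the fitted concentration of half-maximal effect; % of control where 0% means no effect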
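His-tagged ERG Ets domain (1 uM in the protein solution; 300mM KCl, 50mM Tris-HCl, 1mM EDTA, 1mM DTT, pH 7.5) received compound, then a probe mix of 5 nM fluorescein-DNA and 100nM Texas-615-DNA. Fluorescence polarization was read for both dyes.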
HP1b binding inh: HP1-beta chromodomain-methylated histone interaction inhibition. actives 0.56% (n = 390,000). P83916. AlphaScreen HP1-beta / biotin-H3K9me3 peptide binding. Potency, µM (titrated, usually from 114 µM), for the others: at the highest dose activity change, negative = inhibition, usual class: inhibitors; note: potency is the fitted concentration of half-maximal effect; nearly all actives have a fitted effect of over 70% in size; inactives centre near 23
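AlphaScreen: HP1-beta (50 nM) preformed 30 min with biotin-H3(1-18)K9me3 peptide (50 nM) in PBS pH 7.4, 0.01% Tween-20. Compound added for 30 min at RT, then streptavidin donor/nickel chelate acceptor beads (10 ug/mL) for 30 min.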
An asterisk follows results filed as active; ? = inconclusive; · = no result given; & = joins results of further samples; [ ] = remark or other dose. Unless noted, calls come from the whole dose curve; as a rule, active = well fitted curve in the direction sought with a large enough effect; inconclusive = small, poorly fitted or top-dose-only effect, or another doubt; inactive = no such curve, though single readings can be large; an effect the other way counts as inactive or inconclusive. Only part of the results is shown; rates above refer to the full screens.

Fields: RGS4 inh | GLS inhibitor | JMJD2A Tudor | ERG-DNA inh | BAZ2B inh | ALOX12 inh | HP1b binding inh | G9a inh | PI4K2A block
1) Cc1ccc(-n2cc(-c3ccccc3)nc2S(=O)(=O)CC(=O)Nc2ccc(F)cc2)cc1
    -47.3% | 1.5% | ? | -11.0% | 1.9% | -18.9% | 36.2% | -10.9%[59 µM] | -4.5
2) CN(CC(=O)NCc1cccs1)CC(=O)Nc1ccc(F)c(F)c1F
    -20.7% | 2.0% | 9.6% | -11.9% | -17.3% | 0.0% | 26.2% | ? | -0.9
3) CSc1cccc(NC(=O)c2ccc(Cl)nc2)c1
    -37.2% | -0.3% | -1.8% | 0.9% | ? | 0.0% | 40.8%[activator] | 17.7% | 3.5
4) Cc1[nH]c(=O)[nH]c1C(=O)CCCCC(=O)O
    17.8% | 28.1% | 0.891µM* | · | 0.891µM* | -13.2% | -96.5% | 1.58µM* | 6.6
5) COc1cc2c(cc1OC)CN(C(=O)c1ccccc1C(=O)O)CC2
    -17.3% | -15.8% | -28.4% | -11.6% | 2.4% | 0.0% | 52.4%[activator] | 25.7%[59 µM] | -3.8
6) COc1ccc(CC(=O)N(c2ccccc2)c2nc(C)cs2)cc1
    13.1% | -5.4% | -5.0% | -22.2% | 6.1% | -11.3% | 22.1% | 4.0% | -2.1
7) CC(=O)N(CCc1ccccc1C)Cc1cc2ccc(C)cc2[nH]c1=O
    -6.9% | -7.1% | -9.2% | 5.8% | 6.1% | -21.2% | 16.7% | -7.9%[2.33 µM] | -1.1
8) COc1ccc(N(CC(=O)NCCc2ccc(OC)c(OC)c2)S(=O)(=O)c2ccc(OC)c(OC)c2)cc1
    13.7% | -3.3% | -10.4% | -2.6% | -17.4% | -10.2% | 22.4% | -8.5% | -1.0
9) Cc1cc(=O)oc2c3c(cc(OCC(=O)NCCC(=O)N[C@@H](C)C(=O)O)c12)OC(C)(C)CC3
    6.1% | 24.2% | -8.5% | -2.7% | -6.9% | 0.8% | 25.0% | 1.4% | 7.8
10) O=C(Nc1cc(C(=O)Nc2ccccc2C(=O)O)cc(C(=O)Nc2ccccc2C(=O)O)c1)c1ccccc1
    -1.8% | ? | ? | 4.7% | -15.0% | ? | 5.5% | 73.8%[activator] | -15.7
11) CCn1c(C(=O)NCc2cccnc2)cc2sc(Cl)cc21
    13.4% | 0.0% | -34.3% | 5.3% | -37.8% | 0.6% | 2.9% | -48.5%[12.7 µM] | -3.8
12) CCCC1(c2ccccc2)NC(=O)N(CC(=O)NCc2ccc(OC)cc2)C1=O (stereo unspecified)
    -6.2% | 0.0% | 0.4% | -6.2% | 2.4% | 6.5% | 34.9% | -5.7% | -4.9
13) CN1CCN(C(=O)C2CC(=O)N(c3ccc(F)c(Cl)c3)C2)CC1 (stereo unspecified)
    8.2% | 5.8% | -11.7% | 0.6% | -3.3% | 1.4% | 33.0%[activator] | -7.3% | -1.9
14) COc1ccccc1OCc1ccc(C(=O)NC2CCCCC2)o1
    4.1% | 3.7% | -15.4% | -2.5% | -2.3% | -24.1% | -13.0% | 18.9% | -1.1
15) CC(NS(=O)(=O)c1ccccc1)C(c1cccs1)N1CCN(C)CC1 (stereo unspecified)
    -16.8% | 0.7% | -4.2% | · | · | -7.0% | 39.7%[activator] | 3.4%[59 µM] | 0.9
16) CCCCn1c(N)c(N(C(=O)CSc2nnnn2-c2ccc(C)cc2)C2CCCC2)c(=O)[nH]c1=O
    30.7% | -4.5% | -2.7% | 5.0% | · | -10.9% | 30.5% | · | -15.7
17) CSCCC(NC(=O)c1ccc(Cl)cc1Cl)C(=O)N1CCCCCCC1 (stereo unspecified)
    -12.0% | -5.3% | -21.4% | 2.0% | ? | ? | 22.7% | -28.5% | -2.0
18) Cc1ccc(COn2c(-c3ccc(Cl)cc3Cl)nc3ncccc32)cc1
    -22.6% | 1.1% | -16.1% | -2.6% | -23.5% | 107.2%[activator] | 26.3% | ? | 5.4
19) CC(C)(C)c1ccc(OCCC(=O)NNC(=O)c2ccccc2)cc1
    2.6% | 0.9% | -24.1% | 3.0% | -5.9% | 13.2% | 29.8% | -2.5% | 3.1
20) Cc1cc(C)cc(N(CC(=O)NC2CCCC2)C(=O)CNC(=O)c2cccs2)c1
    -16.8% | 0.0% | -8.5% | -16.2% | 3.3% | -2.2% | 22.0% | 7.8%[59 µM] | -0.9
21) COc1ccc(CNC(=O)CCn2c(=O)c3cccn3c3ccc(F)cc32)cc1OC
    -5.2% | 1.1% | 3.0% | -1.3% | -13.2% | -4.1% | 66.9%[activator] | 4.5%[59 µM] | 2.2
22) CCOc1ccccc1NC(=O)c1ccccc1-c1nc(-c2ccccc2)no1
    33.0% | -11.2% | 0.0% | -0.3% | -3.5% | 0.0% | 24.2% | ? | 0.1
23) Cn1cnc([N+](=O)[O-])c1Oc1ccccc1
    -5.4% | -3.0% | -0.7% | -3.3% | 4.6% | 8.3% | 45.5%[activator] | 5.9% | -2.4
24) Cc1ccc(-n2nc(C)c3c(C)c(CCC(=O)NCc4ccccc4)c(C)nc32)cc1
    -11.3% | -8.8% | -0.7% | -4.0% | -2.8% | -5.9% | 46.5%[activator] | 20.0% | 0.5
25) CCOC(=O)C1CCN(C(=O)c2cccc(NC3=NC4CS(=O)(=O)CC4S3)c2)CC1 (stereo unspecified)
    -1.8% | 0.1% | -2.1% | 4.4% | -25.2% | 16.0% | 48.0%[activator] | 24.5% | 0.1
26) Cc1ccc(OCC(=O)N(Cc2cccc(Cl)c2)C2CCS(=O)(=O)C2)cc1C (stereo unspecified)
    22.3%[56.9 µM] | -17.6% | -18.2% | -1.5% | -21.7% | 1.7% | 9.7% | -11.2%[59 µM] | -5.4
27) O=C(CCn1c2c(c3ccccc31)CCCC2)NNC(=O)c1cccc([N+](=O)[O-])c1
    -3.2% | 19.0% | -18.9% | 1.0% | ? | -9.2% | -1.5% | 8.5% | 5.8
28) CN1CCN(C2=C(Cl)C(=O)C(c3cnc(N4CCCCC4)s3)=C(Cl)C2=O)CC1
    ? | ? | 4.47µM* | -2.4% | 12.7% | · | ? | 8.9%[59 µM] | -16.8
29) Cc1cc(OCC(=O)NCCc2ccc(S(N)(=O)=O)cc2)c2c(C)c(C)c(=O)oc2c1
    6.1% | 9.6% | 3.4% | -13.3% | -4.4% | -5.6% | 38.2% | -4.6% | 0.3
30) Cc1c(CCOC(=O)c2cc([N+](=O)[O-])cc([N+](=O)[O-])c2)sc[n+]1CC(=O)c1ccccc1
    -2.6% | 9.7% | -12.7% | 1.1% | -26.8% | -7.8% | 24.8% | -37.4% | -6.0
31) NC(=O)Cc1nc2scc(-c3ccccc3)c2c(=O)[nH]1
    -31.4% | -12.0% | -10.5% | 11.1% | -18.6% | ? | -6.0% | 14.1µM* | -4.7
32) Cn1c(=O)c2c(SCC(=O)N3CCOCC3)nc(-c3ccccc3F)nc2n(C)c1=O
    17.6% | 5.6% | -13.9% | 5.6% | -19.1% | 202.5%[activator] | 32.7% | 11.6% | -6.3
33) Cc1cccc(OCC(=O)NC(=S)N2CCCc3ccccc32)c1
    -47.5% | 43.4%[activator] | 50.1µM* | · | 44.7µM* | ? | ? | 11.2µM* | -2.8
34) COc1ccc(-n2nc(C(=O)NCC(=O)NC3CCCCC3)c3ccccc3c2=O)c(OC)c1
    -10.7% | -3.2% | -6.7% | -1.7% | -1.3% | ? | 51.3%[activator] | -8.4% | -1.1
35) CCOC(=O)[C@H]1[C@H]2COc3cc(OC)ccc3[C@@H]2N2C(=O)CN(C)C(=O)[C@@]12C
    6.2% | 3.5% | -13.7% | -1.5% | · | 5.4% | 22.6% | · | 0.2
36) CC(=O)Nc1nc(SCC(=O)NCc2ccc(F)cc2)[nH]c(=O)c1NC(=O)c1cccs1
    -8.8% | 6.9% | -13.7% | 3.6% | 2.5% | -19.8% | 7.9% | 19.4% | -6.4
37) COCC(C)OC(=O)C(C#N)c1nc2ccccc2nc1N1CCN(Cc2ccccc2)CC1 (stereo unspecified)
    ? | 9.9% | -19.2% | 0.1% | ? | 0.0% | -7.2% | 44.7µM* | -5.0
38) O=C(NCc1nc2ccccc2[nH]1)c1ccccc1F
    -8.6% | -3.4% | -5.9% | 10.6% | -18.4% | 0.0% | 21.7% | 1.0% | 1.2
39) CCN(CC)CCn1c(N)cc(=O)[nH]c1=O
    18.5%[11.4 µM] | 11.0% | 1.4% | 1.7% | -1.4% | -1.4% | 34.2% | ? | 0.0
40) COC(=O)NCc1ccc(S(=O)(=O)N2CCOCC2)cc1
    3.4% | 1.8% | 9.4% | -5.5% | 1.2% | 2.7% | 25.5% | -12.3%[12.7 µM] | -1.1
41) COc1ccc(C)cc1NC(=O)c1ccc2c(=O)n3c(nc2c1)CCCCC3
    5.5%[11.4 µM] | 5.6%&2.0% | -35.9%&-17.4% | 3.3%&0.4% | -20.7%&-15.1% | -3.3%&-1.1%&-11.9% | 3.7%&-3.7% | 16.0% | 0.7&4.2
